FEN1 inh: qHTS Assay for the Inhibitors of Human Flap endonuclease 1 (FEN1); Recombinant FEN1 flap cleavage, fluorescence, 15 min; actives 0.35% (n = 390,000); Potency, µM (highest dose often 114 µM), for inactives: at the highest dose activity change, negative = inhibition, hits mostly inhibitors; P39748; further: nearly all actives have a fitted effect of over 65% in size
Target sequence (P39748 whole entry, looked up): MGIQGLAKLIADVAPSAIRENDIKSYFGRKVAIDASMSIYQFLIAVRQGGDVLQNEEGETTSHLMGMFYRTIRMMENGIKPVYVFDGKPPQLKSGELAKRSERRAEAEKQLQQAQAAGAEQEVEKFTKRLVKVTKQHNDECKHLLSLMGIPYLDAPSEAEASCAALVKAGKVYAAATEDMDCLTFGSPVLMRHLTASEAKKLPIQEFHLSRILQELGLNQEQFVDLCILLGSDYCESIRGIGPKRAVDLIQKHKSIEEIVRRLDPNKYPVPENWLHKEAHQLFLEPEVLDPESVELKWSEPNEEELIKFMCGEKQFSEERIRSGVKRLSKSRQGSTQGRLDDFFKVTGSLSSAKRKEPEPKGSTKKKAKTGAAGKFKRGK
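Concentration–response screening of FEN1 (10 nM): 15 min compound preincubation at room temperature, reaction started with 50 nM substrate and read at 0 and 15 min. Corrected, normalized data were fitted by a four-parameter Hill equation.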
TDP1 block: qHTS Assay for Inhibitors of Tyrosyl-DNA Phosphodiesterase (TDP1) | Tyrosyl-DNA phosphodiesterase 1 (Homo sapiens), Q9NUW8 | recombinant TDP1, AlphaScreen DNA substrate cleavage | Potency, µM (highest dose often 130 µM), inactives show at the top dose activity change, negative = inhibition, hits mostly inhibitors | actives 0.28% (n = 350,000); further: nearly all actives have a fitted effect of over 40% in size
Target sequence (Q9NUW8 whole entry, looked up): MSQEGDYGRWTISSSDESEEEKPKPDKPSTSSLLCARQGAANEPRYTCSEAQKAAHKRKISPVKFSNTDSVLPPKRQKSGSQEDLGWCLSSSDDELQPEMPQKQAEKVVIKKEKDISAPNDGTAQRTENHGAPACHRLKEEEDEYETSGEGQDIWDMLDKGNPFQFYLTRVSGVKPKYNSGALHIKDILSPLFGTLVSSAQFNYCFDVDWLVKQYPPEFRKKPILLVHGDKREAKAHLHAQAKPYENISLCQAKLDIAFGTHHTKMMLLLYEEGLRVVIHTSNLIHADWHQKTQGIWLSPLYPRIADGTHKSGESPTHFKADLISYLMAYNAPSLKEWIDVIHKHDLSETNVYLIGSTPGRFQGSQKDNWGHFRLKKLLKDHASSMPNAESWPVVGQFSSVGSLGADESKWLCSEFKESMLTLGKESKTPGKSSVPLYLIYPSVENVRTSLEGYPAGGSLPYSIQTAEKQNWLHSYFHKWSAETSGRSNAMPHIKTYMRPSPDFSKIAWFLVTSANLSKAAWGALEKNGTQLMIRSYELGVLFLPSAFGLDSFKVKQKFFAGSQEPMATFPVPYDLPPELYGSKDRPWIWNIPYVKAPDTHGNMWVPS
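Tdp1 1 nM final; 15 min RT w/ cpd; substrate 15 nM, 5 min; beads 10 ug/ml, 10 min; AlphaScreen read. Neg ctrl: no enzyme.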
N370S GC: qHTS Assay for Inhibitors and Activators of N370S glucocerebrosidase as a Potential Chaperone Treatment of Gaucher Disease; actives 0.092% (n = 330,000); N370S GC spleen homogenate, 4MU-glucoside fluorescence; Lysosomal acid glucosylceramidase (Homo sapiens), P04062; Potency, µM (doses to about 59.4 µM), for the others: at the top dose activity change, negative = inhibition, most hits filed as inhibitors;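 further: 0% = full enzyme activity and -100% = no enzyme basal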
Starred values were filed as active, the others as inactive; ? = inconclusive; . = no result given; & = joins results of further samples; [ ] = remark or other dose. The call rests on the fitted dose curve; in most records, active means well fitted curve in the direction sought with a large enough effect; inconclusive means small, poorly fitted or top-dose-only effect, or another doubt; inactive means no such curve, though single readings can be large; an effect the other way counts as inactive or inconclusive. Unless noted, on the % scale 0 is the no-effect control and ±100 the full control effect; potency means the concentration at half of the fitted maximal effect.

cpd	molecule	FEN1 inh	TDP1 block	N370S GC
1	CSc1ccccc1NC(=O)CN(C)CC(=O)c1c(C)[nH]c2ccccc12	0.5%	1.2%	.
2	O=C(NCCc1ccccc1)c1nc2nc(-c3cccs3)cc(C(F)(F)F)n2n1	-4.4%	7.5%	2.4%
3	CC(OC(=O)/C=C/c1cccs1)C(=O)Nc1ccc(S(N)(=O)=O)cc1 (stereo not given)	8.2%	8.0%	-4.9%
4	Cc1ccc(NC(=S)N2CCN(S(=O)(=O)c3ccccc3)CC2)cc1	-18.3%	2.4%	-4.4%
5	COc1ccc(NC(=O)c2cc(N3C(=O)C4C5CCC(C5)C4C3=O)ccc2Cl)c(OC)c1 (stereo not given)	-4.9%	2.8%	-7.0%
6	Cc1ccc(-n2ncc3c(N4CCN(C)CC4)ncnc32)cc1	14.2%	2.6%	.
7	CC(C)CCNC(=O)c1cccc(Nc2nc3ccccc3n3nnnc23)c1	17.3%	0.0%	.
8	COc1ccccc1NC(=O)C1=C(C)Nc2nc(SCc3ccccc3)nn2C1c1ccccn1 (stereo not given)	-1.1%	5.9%	.
9	Cc1cccc(C)c1NC(=S)Nc1ccccc1C(=O)NCc1ccco1	7.4%	8.1%	3.5%
10	C#CCOCCOCCOCCNc1nc(N2CCN(C(=O)CCCCCCCCCCNC(=O)Cn3cc(C[C@@H](C)O)nn3)CC2)nc(N2CCN(C(=O)CCCCCCCCCCNC(=O)[C@@H](CCC(=O)O)n3cc(CCCCCN)nn3)CC2)n1	-18.8%	8.6%	-25.1%
11	CCCCNC(=O)CCn1c(=O)c2ccccc2n(Cc2ccc(Cl)cc2)c1=O	-5.9%	0.0%	1.6%
12	CCOC(=O)CN(C)C(=O)C1CCCN1C(=O)OC(C)(C)C (stereo not given)	2.0%&5.3%	7.4%	-3.6%
13	Cc1ccc(C(=O)N2NC(c3ccc(F)cc3)C3C(=O)N(c4ccc(C)c(C)c4)C(=O)C32)cc1 (stereo not given)	-5.0%	-6.6%	7.5%
14	Nc1nc(SCC(=O)NC2CCCC2)[nH]c(=O)c1NC(=O)c1cccs1	-4.1%	3.1%	-1.5%
15	COc1ccc(N2C(=O)C(Cl)=C(N3CCCC(C)C3)C2=O)cc1 (stereo not given)	-2.4%	2.6%	28.0%
16	Cc1ccc(-c2nnc(SCC(=O)N3CCCc4ccccc43)n2N)cc1	6.2%	3.8%	17.7%
17	C/C(=N\Nc1ccc(S(N)(=O)=O)cc1[N+](=O)[O-])c1ccco1	-15.7%	.	-4.7%
18	CCN1CCN(CCC(=O)Nc2cccc(C)c2)CC1	0.3%	.	-4.2%
19	O=C(OCCOCCO)c1ccccc1Nc1cccc(C(F)(F)F)c1	.	2.2%[56.1 µM]	3.8%[21.6 µM]
20	Cc1ccc(NS(=O)(=O)c2ccc(-c3ccc(=O)[nH]n3)o2)cc1N(C)C	14.4%	1.7%	-13.1%

Some of the entries so far, as labelled records:
(11) CCCCNC(=O)CCn1c(=O)c2ccccc2n(Cc2ccc(Cl)cc2)c1=O
  FEN1 inh = -5.9%
  TDP1 block = 0.0%
  N370S GC = 1.6%

(20) Cc1ccc(NS(=O)(=O)c2ccc(-c3ccc(=O)[nH]n3)o2)cc1N(C)C
  FEN1 inh = 14.4%
  TDP1 block = 1.7%
  N370S GC = -13.1%

(15) COc1ccc(N2C(=O)C(Cl)=C(N3CCCC(C)C3)C2=O)cc1 (stereo not given)
  FEN1 inh = -2.4%
  TDP1 block = 2.6%
  N370S GC = 28.0%

(17) C/C(=N\Nc1ccc(S(N)(=O)=O)cc1[N+](=O)[O-])c1ccco1
  FEN1 inh = -15.7%
  TDP1 block = .
  N370S GC = -4.7%

New compounds follow.
cpd	molecule	FEN1 inh	TDP1 block	N370S GC
21	CCOc1c(OC(C)=O)ccc(/C=C/c2ccc3cccc(OC)c3n2)c1[N+](=O)[O-]	2.6%	2.7%	-15.7%
22	COc1cc(C(C)=O)ccc1OCC(O)CN1CCN(c2ccc(C)c(C)c2)CC1 (stereo not given)	6.1%	.	-4.9%
23	CC(C)OCCCNC(=O)Cc1ccc(F)cc1	-13.3%	0.0%	-4.4%
24	CCOC(=O)c1ccc(N2C(=O)c3n[nH]c(C)c3C2c2ccc(OCC)cc2)cc1 (stereo not given)	?	4.7%	.
25	CC(=O)c1c(O)cc(=O)n(-c2ccccc2)c1-c1ccc(C)cc1	0.9%	-11.9%	?
26	COc1cc(NC(=O)CSCc2ccccc2)c(C(=O)O)cc1OC	3.8%	7.9%	2.5%
27	Nc1nc(Nc2ccc(Cl)cc2)nc(NCc2ccco2)c1[N+](=O)[O-]	-1.8%	7.1%	-18.5%
28	c1ccc(-c2ccc3[nH]ccc3c2)cc1	-4.3%	-4.3%	.
29	O=C(CCCC(=O)OCC(Cl)=C(Cl)Cl)Nc1ccc(F)cc1	-7.5%	5.5%	-2.2%
30	CCOc1cccc(CN2CCC(N3CCC(C(=O)NCC4CCCO4)CC3)CC2)c1 (stereo not given)	-7.9%	2.7%	-1.9%
31	N#C/C(=C\c1ccccc1)C(=O)NNS(=O)(=O)c1cccc([N+](=O)[O-])c1	-10.5%	3.5%	.
32	COc1cc(Cl)c(C)cc1NC(=O)COC(=O)C1=COCCO1	-2.2%	.	3.5%
33	CCCOc1ccc(-c2cc(C(F)(F)F)c(C#N)c(SCC(=O)O)n2)cc1	11.1%	0.0%	7.5%
34	O=C1C(Cc2ccccc2)Nc2ncnc(N3CCOCC3)c2N1Cc1ccc(Br)cc1 (stereo not given)	10.6%	.	-6.0%
35	O=C1CCC(=O)N1c1ccc(S(=O)(=O)Nc2cccc(Br)c2)cc1	-9.1%	.	-2.5%
36	COc1ccc(-c2c(NC(=O)C(C)C)n(C)c3ccccc3c2=O)cc1	-13.1%	-13.9%	19.7%
37	COc1cc(NC(=O)CSc2nc(=O)n(CCN3CCOCC3)c3c2CCCC3)cc(OC)c1	-1.5%	1.3%	-18.3%
38	Cc1cccc(N=C2N=C(N)c3ccccc32)c1	-12.2%	2.1%	-3.8%
39	O=C(CN1CCOCC1)Nc1ccccc1F	4.6%	.	-15.7%
40	COc1ccc(COC(=O)c2nc3nc(C)cc(C)n3n2)cc1F	-0.4%	-6.1%	11.8%[2.35 µM]

Ordered by number of heavy atoms (descending): three of the compounds above.
cpd	molecule	FEN1 inh	TDP1 block	N370S GC
34	O=C1C(Cc2ccccc2)Nc2ncnc(N3CCOCC3)c2N1Cc1ccc(Br)cc1 (stereo not given)	10.6%	.	-6.0%
40	COc1ccc(COC(=O)c2nc3nc(C)cc(C)n3n2)cc1F	-0.4%	-6.1%	11.8%[2.35 µM]
38	Cc1cccc(N=C2N=C(N)c3ccccc32)c1	-12.2%	2.1%	-3.8%

Next records:
cpd	molecule	FEN1 inh	TDP1 block	N370S GC
41	O=C(NC(=S)Nc1cccnc1)c1cccs1	3.5%	2.4%	-24.5%
42	O=C(Cn1nc(Cc2ccncc2)c2ccccc2c1=O)Nc1cccnc1Cl	-5.4%	-2.5%	8.7%
43	NC(=O)Cn1cc(/C=N\NS(=O)(=O)c2ccc(F)cc2)c2ccccc21	-1.1%	-2.3%	-21.3%
44	O=C(NC(=S)NN1CCCCC1c1cccnc1)c1ccc(Cl)cc1Cl (stereo not given)	-10.7%	5.1%	-4.5%
45	Clc1ccc(C(CCN2CCCC2)Cc2ccccc2)cc1 (stereo not given)	-2.7%	.	-9.5%
46	CCCC/C=C1\CCc2c([nH]c3ccccc23)C1=O	14.9%	2.7%	?
47	CCC(C)c1ccccc1NC(=O)CN1CCN(C/C=C/c2ccccc2)CC1 (stereo not given)	-3.7%	0.0%	-15.6%
48	CC(C)CCn1c(=O)c2sccc2n2c(CCCC(=O)NCCc3ccccc3)nnc12	-4.3%	2.6%	.
49	CC(C)N1CCc2c(sc(NC(=O)c3cc(-c4cccs4)nc4ccccc34)c2C(N)=O)C1	-5.4%	7.9%	-22.6%
50	COc1ccc(CN2CCC(=O)N([C@H](CO)c3ccccc3)CC2)cc1	8.2%&-10.8%	.	1.2%
51	COc1ccc(-c2cc3c(=O)n(CC(=O)NCCCN4CCN(Cc5ccccc5)CC4)ncn3n2)cc1	-6.3%	5.7%	1.7%
52	Cc1ccc2oc(-c3ccccc3)c(O)c(=O)c2c1	.	3.6%	-23.8%
53	COc1ccc(C(CNC(=O)COc2ccccc2-c2ccccc2)N2CCOCC2)cc1 (stereo not given)	-17.9%	2.6%	-16.4%
54	CCCCOC(=O)C1=C(N)N2C(=O)C(C)SC2=C(C(=O)OCC)C1c1ccc(O)c(OC)c1 (stereo not given)	-17.2%	.	24.6%
55	O=C(Nc1ccccc1F)C1COc2ccccc2O1 (stereo not given)	12.2%	.	-3.7%
56	Cc1noc(C)c1COC(=O)c1ccccc1Sc1ccccc1C#N	-12.8%	1.0%	18.5%
57	CC(=O)NCCOc1nc(N(C)C)nc(N(C)C)n1	-5.1%	3.3%	0.4%
58	Cc1cccc(CNc2nc(-c3ccccc3CN(C)C)nc3ccccc23)c1	.	16.4%[56.1 µM]	-17.0%
59	CC1(C(=O)NC2CCCCC2)Cc2ccccc2C(=O)N1Cc1ccc(F)cc1 (stereo not given)	15.3%	-1.0%	.
60	CCOc1cc(/C=N/NC(=O)c2ccc(N(C)S(=O)(=O)c3ccccc3)cc2)ccc1OC	5.5%	-0.1%[0.0935 µM]	9.2%
61	CC(NC(=O)c1ccco1)C(=O)N1CCCCC1 (stereo not given)	-6.9%	2.6%	3.7%
62	O=C(O)c1ccccc1NC(=O)c1ccccc1-c1ccccc1C(=O)O	18.9%	4.1%	-9.3%
63	COC(=O)c1ccc(/C=N/Nc2nc(-c3ccc(Cl)cc3Cl)cs2)cc1	.	6.0%	-1.3%
64	Cc1ccc(NC(=O)CNC(=O)c2ccccc2F)cc1Cl	-0.6%	7.4%	10.0%
65	C=C(C)C(=O)N1CC2(CC(c3cccc(NC(=O)c4ccccc4)c3)=NO2)C[C@@H]1C(N)=O (stereo not given in full)	4.5%	1.5%	1.9%
66	CCn1cc(C(=O)NCCCOC)c(=O)c2cc(S(=O)(=O)N3CCC(C)CC3)ccc21	-11.2%	-0.1%	2.2%
67	COc1ccc(NC(=O)Cn2ncc3c2-c2ccccc2OC3)cc1Cl	-3.5%	0.0%	.
68	CC(C)Oc1ccc(CNC(=O)CCC(=O)N2CCSc3ccccc32)cc1	-8.3%	.	-9.8%
69	CCOC(=O)C1(CC2CC2)CCN(S(=O)(=O)/C=C/c2ccccc2)CC1	-15.4%	-9.6%	23.2%
70	Cc1ccccc1NC1=C(Cl)C(=O)OC1OC(=O)c1ccco1 (stereo not given)	-6.3%	6.0%	-10.9%
71	COc1ccc(CSc2nnnn2C)cc1[N+](=O)[O-]	2.3%	-2.0%	-6.4%
72	Cc1ccc2[nH]c(C)cc(=O)c2c1	.	-2.0%[234 µM]	11.3%[136 µM]
73	Cc1cccc(NC(=O)CCc2nc3sc4c(c3c(=O)[nH]2)CCCC4)c1	0.1%	.	17.6%
74	Cc1ccc(C(C)NC(=S)NCc2ccc(F)cc2)cc1C (stereo not given)	-8.4%	0.1%[56.1 µM]	-3.0%
75	Cc1nn(-c2ccccc2)c(C)c1NS(=O)(=O)c1ccccc1	-1.9%	6.5%	6.2%
76	O=C(NCc1cccs1)Nc1ccc2c(c1)OCO2	5.8%	0.0%	6.5%
77	Cc1cc(C)n(C(=O)c2ccc(C)c(S(=O)(=O)N3CCCC3)c2)n1	-3.1%	4.4%	-1.1%
78	Cc1cc(C)cc(NC(=O)c2cccc(NC(=O)C3C4CC5OC(=O)C3C5C4)c2)c1 (stereo not given)	0.8%	0.9%	.
79	Cc1cc(OC(=O)c2cccc(F)c2)c([N+](=O)[O-])c(=O)[nH]1	5.4%	6.0%	-2.8%
80	O=C(OCC(=O)N1CCN(C(=O)c2ccco2)CC1)c1cc(-c2ccco2)nc2ccccc12	?	.	-0.1%
81	CC(C)(C)Cc1nnc(NC(=O)Cc2ccc([N+](=O)[O-])cc2)s1	-4.0%	6.9%	1.7%
82	COc1ccccc1-c1nc(SCC(=O)N2CCOCC2)n[nH]1	-3.1%	6.5%	3.0%
83	COc1ccc(NC(=O)NCc2ccc3c(c2)OCO3)c(OC)c1	22.6%	2.6%	0.0%
84	COc1ccc(N(CC(=O)Nc2ccc(OC)c(Cl)c2)S(=O)(=O)c2c(C)noc2C)cc1	0.5%	2.8%	2.9%
85	CCOc1ccc2c(c1)c(=O)c(C(=O)c1ccc3c(c1)OCO3)cn2Cc1cccc(F)c1	8.7%	9.2%	.
86	CC(O)CNC(=O)c1ccc(-c2nn(C)c(=O)c3ccccc23)cc1 (stereo not given)	-5.6%	3.5%	1.2%
87	O=C(CCC1CCCN(C(=O)c2ccsc2)C1)NCc1ccc(F)c(F)c1 (stereo not given)	7.3%	6.0%	-11.4%
88	O=C(Cc1ccc2c(c1)OCCO2)c1c(O)cc(O)cc1O	2.9%	0.0%	2.4%[2.35 µM]
89	COc1ccc(/C(N)=N/OC(=O)C2CCC(=O)N2S(=O)(=O)c2ccc(C)cc2)cc1OC (stereo not given)	-8.1%	5.6%	-1.7%
